Assay outcomes as filed in PubChem BioAssay.
TR SRC2 fluor cs: alters Texas Red total fluorescence, flagging assay interference. AID 1479. TRb/SRC2 Texas Red total fluorescence interference. hit rate 0.29% among 280,000. Potency, µM (series often up to 106 µM), inactives show top-dose fluorescence change, negative = quenching; active = well fitted curve in either direction with a large enough effect; inconclusive = small, poorly fitted or top-dose-only effect
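Human TRb ligand-binding domain at 0.6 uM with 20 nM Texas Red SRC2 peptide in Tris buffer containing 1 uM T3 and 5% DMSO, incubated with compound 5 h at ambient temperature. Total fluorescence (555/632 nm) calculated as parallel + 2 × perpendicular.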
GoLoco inh red: RGS12 GoLoco-Gai1 interaction inhibition; Gai1:RGS12 GoLoco peptide FP, rhodamine, 10 min; hit rate 0.44% among 230,000; P63096; Potency, µM (series often up to 61.6 µM), inactives show at the highest dose activity, negative = inhibition, hits mostly inhibitors; active = well fitted inhibition curve with a large enough effect, not every such curve was filed as active; inactive = no such curve, though single readings can be large or run the other way; note: nearly all actives have a fitted effect of over 30% in size; many of its hits are not listed in these tables
Target sequence (P63096 whole entry, looked up): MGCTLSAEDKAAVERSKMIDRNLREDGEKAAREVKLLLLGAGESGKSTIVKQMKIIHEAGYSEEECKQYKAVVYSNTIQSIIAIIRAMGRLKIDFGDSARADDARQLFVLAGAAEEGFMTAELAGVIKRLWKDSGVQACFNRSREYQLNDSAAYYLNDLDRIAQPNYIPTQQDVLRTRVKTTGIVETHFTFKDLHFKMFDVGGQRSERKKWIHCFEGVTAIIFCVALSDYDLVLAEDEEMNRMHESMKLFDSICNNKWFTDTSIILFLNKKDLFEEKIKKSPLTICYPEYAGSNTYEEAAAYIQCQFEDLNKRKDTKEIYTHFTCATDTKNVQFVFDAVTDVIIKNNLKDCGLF
Tau FP inhib: inhibitors of human tau fibril formation; Potency, µM (top dose mostly 57.7 µM), for inactives: at the highest dose activity, negative = inhibition, usual class: inhibitors; K18 P301L tau heparin fibrillization, Alexa594 FP, 6 h; hit rate 0.39% among 280,000; note: nearly all actives have a fitted effect of over 55% in size
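Steps: dispense K18 P301L tau (15 uM plus 0.24 uM Alexa 594 tracer, final) in pH 7 sodium acetate; add compound; add heparin (20 uM final); incubate 6 hr, 37 C; add ThT (30 uM final); after 1 hr ambient, read FP.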
Tau ThT inhib: tau fibrillization inhibition (ThT binding); hit rate 2.1% among 270,000; recombinant tau K18 P301L (four-repeat tau fragment), heparin-induced fibrillization, ThT fluorescence; Potency, µM (doses to about 57.4 µM), inactives show top-dose activity, negative = inhibition, usual class: inhibitors; P10636; note: nearly all actives have a fitted effect of over 55% in size
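Recombinant human tau K18 fragment […] carrying P301L, 15 uM unlabeled plus 0.24 uM Alexa 594-labeled, was fibrillized with 20 uM heparin in 100 mM sodium acetate pH 7 for 6 hr at 37 C; 30 uM ThT fluorescence read after 1 hr.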
RECQ1 inh: RECQ1 (human) helicase inhibition; P46063; RECQ1 DNA unwinding, red fluorescence kinetic read; Potency, µM (highest dose often 57.3 µM), for the others: at the top dose activity, negative = inhibition, hits mostly inhibitors; hit rate 0.54% among 240,000; AID 2549;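 note: plate controls were vehicle for no effect and no enzyme for full effect; nearly all actives have a fitted effect of over 30% in size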
Target sequence (P46063 whole entry, looked up): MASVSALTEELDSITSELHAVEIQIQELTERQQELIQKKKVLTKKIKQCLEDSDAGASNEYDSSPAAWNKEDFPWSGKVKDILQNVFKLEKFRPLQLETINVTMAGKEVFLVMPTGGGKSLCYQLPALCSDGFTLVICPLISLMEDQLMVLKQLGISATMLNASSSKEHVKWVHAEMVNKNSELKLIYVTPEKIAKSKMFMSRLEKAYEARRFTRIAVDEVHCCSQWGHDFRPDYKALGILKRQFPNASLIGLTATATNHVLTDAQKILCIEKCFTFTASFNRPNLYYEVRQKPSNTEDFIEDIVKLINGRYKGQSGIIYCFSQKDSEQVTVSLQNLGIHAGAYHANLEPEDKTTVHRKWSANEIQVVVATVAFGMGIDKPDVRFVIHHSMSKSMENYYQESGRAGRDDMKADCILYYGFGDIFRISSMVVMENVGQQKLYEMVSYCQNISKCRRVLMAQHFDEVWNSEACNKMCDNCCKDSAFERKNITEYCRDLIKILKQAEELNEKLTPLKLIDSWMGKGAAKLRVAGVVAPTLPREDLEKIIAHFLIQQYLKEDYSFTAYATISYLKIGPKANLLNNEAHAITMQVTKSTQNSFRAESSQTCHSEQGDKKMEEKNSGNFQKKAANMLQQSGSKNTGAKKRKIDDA
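50 nM RECQ1T1 preincubated 15 min with compound in Tris pH 8.0 buffer with MgCl2, DTT, Tween-20 and 2.5 ug/ml poly(dI-dC); started with 200 nM TAMRA/BHQ-2 forked duplex and 2 mM ATP. Unwinding read as fluorescence (525/598 nm), two reads 2 h apart.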
L3MBTL1 block: inhibitors of human L3MBTL1. hit rate 0.66% among 230,000. Potency, µM (titrated, usually from 57.1 µM), for the others: top-dose activity, negative = inhibition, hits mostly inhibitors. Q9Y468. AlphaScreen L3MBTL1–H3K9me1 peptide binding; note: nearly all actives have a fitted effect of over 60% in size
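First, the protein-peptide complex forms for 30 min at room temperature (L3MBTL1 50 nM, biotinylated H3K9me1 peptide 75 nM). Next, compounds are pin-transferred and incubated 30 min. Finally, AlphaScreen beads are added and read after 30 min.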
JMJD2E inh: blocks human JMJD2E demethylase activity | B2RXH2 | JMJD2E catalytic domain, FDH-coupled NADH fluorescence (FDH is formaldehyde dehydrogenase) | Potency, µM (doses to about 57.1 µM), without a hit: top-dose activity change, negative = inhibition, usual class: inhibitors | hit rate 1.6% among 230,000; active = well fitted inhibition curve with a large enough effect, not every such curve was filed as active; inconclusive = small, poorly fitted or top-dose-only effect, or another doubt; inactive = no such curve, though single readings can be large or run the other way;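 note: 0% = wells with enzyme and -100% = buffer wells without enzyme; nearly all actives have a fitted effect of over 50% in size; many of its hits are not listed in these tables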
TRb-SRC2 inh: inhibitors of human thyroid hormone receptor beta-SRC2 interaction | Potency, µM (doses to about 106 µM), for inactives: at the highest dose activity change, negative = inhibition, hits mostly inhibitors | AID 1469 | TRbeta-SRC2 peptide binding, fluorescence polarization; receptor liganded with 1 µM T3 | hit rate 0.065% among 280,000 | P10828;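 note: plate controls were bound peptide for no effect and peptide without receptor for full effect; nearly all actives have a fitted effect of over 50% in size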
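Polarization signal, normalized between peptide-alone and full complex controls, measured compound effects on T3-liganded human TRb LBD (0.6 uM) binding 20 nM Texas Red SRC2 peptide after 5 hr.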
The depositor's hits bear a star; i = inactive; ? = inconclusive; . = not tested or not shown; [ ] = remark or other dose. Unless noted, calls come from the whole dose curve; as a rule, active = well fitted curve in the direction sought with a large enough effect; inconclusive = small, poorly fitted or top-dose-only effect, or another doubt; inactive = no such curve, though single readings can be large; an effect the other way counts as inactive or inconclusive. Unless noted, % is set by controls: 0 for no effect and ±100 for the full control effect; potency is the fitted concentration of half-maximal effect. An excerpt; count on the stated rates, not on these rows.

Every second line gives: TR SRC2 fluor cs	GoLoco inh red	Tau FP inhib	Tau ThT inhib	RECQ1 inh	L3MBTL1 block	JMJD2E inh	TRb-SRC2 inh
CCc1noc(N)c1C(=O)Nc1ccc(F)c(Cl)c1
→ 2.2%	10.8%	4.4%	-2.1%	-8.4%	-1.4%	2.9%	7.7%
CCN(Cc1ccccc1)C(=O)Cn1c(=O)n(-c2ccccc2)c(=O)c2c1c1cc(C)ccc1n2C
→ 0.2%	.	5.6%	8.7%	.	.	.	1.8%
COc1ccccc1N1CCN(C(=O)c2cc(-c3ccc(F)cc3)on2)CC1
→ ?	.	?	?	.	.	.	-1.7%
CC(CCC#N)[N+](=O)[O-] (centres undefined)
→ -0.5%	-6.6%	-4.6%	-0.2%	-0.8%	.	0.1%	-2.8%
Cc1c(C)n(Cc2ccc(Cl)cc2)c2ccc(C(=O)NCCc3ccc(S(N)(=O)=O)cc3)cc12
→ -1.2%	.	-5.5%	-2.5%	.	.	.	-3.0%
COc1cc(NC(=O)Cn2ccn(-c3cc(C)cc(C)c3)c(=O)c2=O)cc(OC)c1
→ 3.3%	.	2.2%	?	.	.	.	-4.1%
COc1ccc(-n2nnnc2Sc2ccc(S(=O)(=O)N3CCOCC3)cn2)cc1
→ -3.7%	-7.5%	-1.5%	-9.0%	i	-1.8%	0.6%	-3.8%
CN(C)S(=O)(=O)N(CC(=O)NCCSCc1ccccc1Cl)c1ccccc1
→ -3.5%	.	3.6%	-7.3%	.	.	.	4.7%
COc1nc(N(C)C)nc(N(OC)S(=O)(=O)c2ccccc2Cl)n1
→ 0.3%	1.7%	-2.6%	0.8%	0.1%	1.3%	-1.3%	6.9%
CC(Cc1cccnc1)NC(=O)c1ccccc1OC1CCN(S(C)(=O)=O)CC1 (centres undefined)
→ 0.3%	0.6%	-0.2%	-8.3%	-2.0%	?	-0.9%	-4.1%
O=C(Nc1ccccc1N1CCN(C(=O)c2ccccc2)CC1)c1cc(Br)ccc1Cl
→ -2.6%	1.8%	-0.2%	-7.2%	-17.7%	-0.4%	-9.6%	2.6%
O=C(CN1C(=O)c2ccccc2S1(=O)=O)NCc1cccnc1
→ -1.9%	2.4%	0.7%	-19.0%	-6.5%	3.9%	-2.3%	1.2%
CCOC(=O)c1cc2c(=O)n3ccccc3nc2n(CC2CCCO2)c1=NC(C)=O (centres undefined)
→ -4.7%	8.7%	-1.8%	-7.9%	5.6%	.	?	-0.6%
CC(C)C(c1nnnn1C1CCCC1)N1c2ccccc2CC1C (centres undefined)
→ 0.5%	40.8%[activator]	1.9%	-6.3%	-0.1%	?	1.1%	-5.9%
CN(Cc1cnccn1)Cc1cn(Cc2ccccc2)nc1-c1ccc2c(c1)OCO2
→ 0.6%	-1.8%	-0.9%	-1.2%	i	-17.4%	-3.7%	-4.6%
OC1CCN(Cc2nc(Cc3ccccc3Cl)no2)CC1
→ -1.5%	4.7%	0.1%	-8.1%	-1.2%	9.2%	4.3%	-0.1%
CNc1ncc(Cc2ccccc2)s1
→ 1.4%	-9.0%	-3.1%	1.7%	-7.7%	-0.7%	7.6%	-1.7%
COc1ccc(C)cc1NC(=O)Cn1c(=O)oc2cc(S(=O)(=O)N3CCCCC3)ccc21
→ ?	.	?	-7.3%	.	.	.	0.8%
CC1=NOC(=O)/C1=C\c1ccc(-c2ccc(Cl)cc2Cl)o1
→ -0.8%	37.7%[activator]	-4.8%	20µM*	-13.9%	-5.8%	-4.6%	-17.5%
COc1ccc(NS(=O)(=O)c2ccc3c(c2)CCCN3C(=O)C2CCC2)cc1OC
→ -0.2%	.	-4.0%	-9.0%	.	.	.	-6.1%
CCc1ccc(NC(=O)CNC(=O)Cn2c(C)cc3ccccc3c2=O)cc1
→ -1.2%	.	-15.8%	-3.4%	.	.	.	0.4%
O=C(c1ccc(Cl)cc1)c1oc2ccccc2c1CS(=O)c1ccccc1 (centres undefined)
→ 1.1%	5.1%	-4.7%	?	-10.7%	-7.4%	?	-0.6%
CCN(CC)CCCn1c(C)cc2c(c1=O)C(c1cccc(Cl)c1)C(C#N)=C(N)O2 (centres undefined)
→ 3.8%	17.5%	5.2%	7.7%	5.8%	-1.4%	1.3%	-1.6%
Cc1ccc(S(=O)(=O)NC(=O)Nc2ccc(F)cc2)cc1
→ -3.1%	-0.8%	0.4%	-0.4%	0.1%	5.0%	4.1%	-6.1%
CN(C)/C=C/C(=O)Oc1ccc(Cl)cc1Cl
→ -0.2%	-0.7%	7.3%	-4.9%	i	8.5%	-4.6%	1.5%
CC(=O)OCCn1c(C)[n+](CCOC(C)=O)c2cc(Cl)c(Cl)cc21
→ 2.7%	12.6µM*	-7.2%	-5.5%	-0.6%	.	-11.7%	5.0%
CCCN(CCC)C(=O)CC(c1ccc(F)cc1)c1ccco1 (centres undefined)
→ 0.8%	6.4%	8.5%	?	-10.0%	.	-0.7%	1.5%
CCCC(=O)Nc1ccccc1NC(=O)CN(C)S(=O)(=O)c1ccc(C)cc1
→ 0.0%	-2.1%	9.4%	-7.6%	4.3%	-1.0%	6.8%	-18.9%
CCOC(=O)C1CCCN(C(=O)c2ccc([N+](=O)[O-])cc2)C1 (centres undefined)
→ -0.8%[53 µM]	4.9%	0.0%	2.7%	-7.8%	-6.5%	-2.0%	1.3%[53 µM]
O=C(CSc1nc2ccc(Cl)cc2[nH]1)c1cccs1
→ 0.0%	24.9%	0.8%	-16.2%	-17.5%	.	-10.3%	6.9%

Filtered by structure, the compounds so far containing two or more sulfur atoms
Every second line gives: TR SRC2 fluor cs	GoLoco inh red	Tau FP inhib	Tau ThT inhib	RECQ1 inh	L3MBTL1 block	JMJD2E inh	TRb-SRC2 inh
COc1ccc(-n2nnnc2Sc2ccc(S(=O)(=O)N3CCOCC3)cn2)cc1
→ -3.7%	-7.5%	-1.5%	-9.0%	i	-1.8%	0.6%	-3.8%
CN(C)S(=O)(=O)N(CC(=O)NCCSCc1ccccc1Cl)c1ccccc1
→ -3.5%	.	3.6%	-7.3%	.	.	.	4.7%
O=C(CSc1nc2ccc(Cl)cc2[nH]1)c1cccs1
→ 0.0%	24.9%	0.8%	-16.2%	-17.5%	.	-10.3%	6.9%

Additional entries follow:
Every second line gives: TR SRC2 fluor cs	GoLoco inh red	Tau FP inhib	Tau ThT inhib	RECQ1 inh	L3MBTL1 block	JMJD2E inh	TRb-SRC2 inh
Cc1ccn2cc(CCNS(=O)(=O)c3ccc([N+](=O)[O-])cc3)nc2c1
→ 0.0%	1.8%	.	.	-6.4%	.	-0.5%	-0.8%
Cc1nn(-c2cccc(Cl)c2)c2c1C(c1ccncc1)C(C#N)=C(N)O2 (centres undefined)
→ -5.0%	-8.8%	-3.6%	?	-10.0%	-27.1%	?	-9.7%
CCOc1ccc(C2C(C(N)=O)=C(C)Nc3nc(-c4ccc(OC)cc4)nn32)cc1 (centres undefined)
→ -2.2%	.	-5.9%	9.7%	.	.	.	3.8%
CCOC(=O)NCc1cc(-c2nn(C)c(=O)c3ccccc23)ccc1C
→ 0.2%	-0.4%	4.7%	-13.7%	-5.3%	17.8%[11.4 µM]	2.7%	0.3%
Cc1ccccc1NC(=O)NCCc1ccc(Cl)cc1
→ -1.8%	7.4%	-3.2%	0.0%	i	-3.1%	8.7%	8.8%
O=C(O)c1ccc(N2C(=O)c3cccc(Oc4ccc(Cl)cc4)c3C2=O)cc1
→ -3.6%	1.7%	6.5%	-6.3%	0.9%	-3.7%	?	-0.6%
Cc1ccc(C(=O)Nc2ccccc2-c2ccccc2)cc1[N+](=O)[O-]
→ -3.4%	2.4%	3.7%	-11.0%	-5.9%	-7.3%	5.3%	-2.4%
COc1ccc(OC)c(/C=N/NC(=O)c2cc3c(OC)c(OC)ccc3[nH]2)c1
→ -9.0%	-0.5%	7.1%	?	-6.5%	0.0%	?	-1.9%
Clc1ccc(Cl)c(Oc2ccc(Oc3nc(Cl)ccc3Cl)cc2)n1
→ -1.7%	4.4%	3.2%	-21.4%	-4.0%	.	2.4%	-0.8%
O=c1c2ccccc2cnn1-c1ccc(Cl)nn1
→ -2.4%	2.4%	2.4%	-3.5%	12.3%	-0.2%	1.1%	-0.6%
CC(C)c1ccc(CN(Cc2ccco2)c2cnc(S(C)(=O)=O)nc2C(=O)Nc2ccc(F)cc2)cc1
→ -3.7%	.	-3.7%	6.5%	.	.	.	3.1%
COc1cccc(-c2nc(CSCC(=O)NCC3CCCO3)c(C)o2)c1 (centres undefined)
→ 4.2%	12.8%	-5.5%	-12.1%	2.8%	3.2%	-19.7%	-1.0%
COc1ccc(NC(=O)/C(C#N)=C/c2ccc(OCc3cc(=O)n4nc(C)sc4n3)cc2)cc1
→ -0.5%	.	3.3%	?	.	.	.	-1.1%
COc1ccc(S(=O)(=O)N2CCC(C(=O)N3CCCCC3)CC2)cc1OC
→ -0.7%	0.3%	7.2%	-3.9%	-1.5%	1.0%	3.3%	0.7%
COc1ccc(C(=O)n2nc(C)c(Br)c2C)cc1
→ 1.0%	-0.5%	-1.1%	-2.2%	-9.0%	-5.6%	0.0%	9.8%
COc1ccc(NC(=O)c2ccc(CNc3c(NC4CCCCC4)c(=O)c3=O)cc2)c(OC)c1
→ -3.4%	5.2%	3.3%	-4.1%	-4.8%	.	-1.2%	-2.8%
CC1SCC(=O)N(CC(=O)NCc2ccccc2)C1=O (centres undefined)
→ 4.1%	3.4%	2.3%	-0.1%	-3.6%	-4.5%	8.1%	1.2%
Cc1nc(NC(=O)c2ccccc2)sc1C1(C)CC(c2c(Cl)cccc2Cl)=NO1 (centres undefined)
→ -1.6%	-1.2%	-5.8%	?	-11.6%	.	?	-2.5%
COc1ccccc1NC(=O)CN(c1ccc([N+](=O)[O-])cc1)S(=O)(=O)c1ccccc1
→ 3.3%	7.5%	10.6%	-9.5%	-6.0%	-2.3%	4.3%	6.1%
